Screens (PubChem BioAssay)
dFosB act: mouse delta FosB homodimer activation; P13346; activation, % at 25 µM; purified delta FosB, TAMRA-CDK5 oligo fluorescence polarization; percent of positive-control signal above neutral wells; hit rate 0.99% among 340,000;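 active = mean activation above about 17%, with every replicate also reaching it, limit read from the data, passing the limit was not always enough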;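 note: fluorescence polarization rise as delta FosB binds a TAMRA Cdk5 AP-1 oligo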
PfHsp90 set2: growth inhibition of yeast expressing Plasmodium Hsp90; S. cerevisiae expressing PfHsp90, BacTiter-Glo ATP, 48 h; yeast lacking PDR1 and PDR3 efflux regulators; hit rate 0.32% among 310,000; inhibition, % at 9.4 µM; AID 504621;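 active = every replicate shows inhibition above about 80%, whatever the replicate mean, limit read from the data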;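 note: 0% = DMSO neutral controls and 100% = 20 µM radicicol positive controls; yeast relying on Plasmodium falciparum Hsp90 in place of its own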
RTF Ca sens inh: cardiac RTF calcium desensitization; IANBD-labeled cardiac RTF, Ca2+ fluorescence; inhibition, % at 7.15 µM; hit rate 0.12% among 340,000;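 active = inhibition above the mean inhibition of all tested compounds plus 3 SD, cut at about 17% in these data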;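 note: assay run at fixed EC70 calcium of 1.6 mM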
SUMO Mot1 rescue: blocks SUMOylation pathway, rescuing yeast Mot1-301 growth | S. cerevisiae Mot1-301 growth rescue, ATP luminescence, 38.5C; percent above DMSO median, 100 means doubled | growth rescue, % at 18.8 µM | hit rate 1% among 320,000 | AID 2716;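 active = every valid replicate shows activation above 250% relative to neutral control wells; inactive = the rest, any valid replicate at or below 250%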;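 note: OY570 slx delta 5 strain wells were the positive control but not used for scaling; some compounds called inactive have numbers as strong as hits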
NSD2 inh: NSD2 (human) methyltransferase inhibition | inhibition, % at 12.5 µM | NSD2 peptide methylation, AlphaScreen, 120 min | hit rate 0.54% among 310,000 | O96028 | AID 743445; in the data active = inhibition above about 50%
Target sequence (O96028 whole entry, looked up): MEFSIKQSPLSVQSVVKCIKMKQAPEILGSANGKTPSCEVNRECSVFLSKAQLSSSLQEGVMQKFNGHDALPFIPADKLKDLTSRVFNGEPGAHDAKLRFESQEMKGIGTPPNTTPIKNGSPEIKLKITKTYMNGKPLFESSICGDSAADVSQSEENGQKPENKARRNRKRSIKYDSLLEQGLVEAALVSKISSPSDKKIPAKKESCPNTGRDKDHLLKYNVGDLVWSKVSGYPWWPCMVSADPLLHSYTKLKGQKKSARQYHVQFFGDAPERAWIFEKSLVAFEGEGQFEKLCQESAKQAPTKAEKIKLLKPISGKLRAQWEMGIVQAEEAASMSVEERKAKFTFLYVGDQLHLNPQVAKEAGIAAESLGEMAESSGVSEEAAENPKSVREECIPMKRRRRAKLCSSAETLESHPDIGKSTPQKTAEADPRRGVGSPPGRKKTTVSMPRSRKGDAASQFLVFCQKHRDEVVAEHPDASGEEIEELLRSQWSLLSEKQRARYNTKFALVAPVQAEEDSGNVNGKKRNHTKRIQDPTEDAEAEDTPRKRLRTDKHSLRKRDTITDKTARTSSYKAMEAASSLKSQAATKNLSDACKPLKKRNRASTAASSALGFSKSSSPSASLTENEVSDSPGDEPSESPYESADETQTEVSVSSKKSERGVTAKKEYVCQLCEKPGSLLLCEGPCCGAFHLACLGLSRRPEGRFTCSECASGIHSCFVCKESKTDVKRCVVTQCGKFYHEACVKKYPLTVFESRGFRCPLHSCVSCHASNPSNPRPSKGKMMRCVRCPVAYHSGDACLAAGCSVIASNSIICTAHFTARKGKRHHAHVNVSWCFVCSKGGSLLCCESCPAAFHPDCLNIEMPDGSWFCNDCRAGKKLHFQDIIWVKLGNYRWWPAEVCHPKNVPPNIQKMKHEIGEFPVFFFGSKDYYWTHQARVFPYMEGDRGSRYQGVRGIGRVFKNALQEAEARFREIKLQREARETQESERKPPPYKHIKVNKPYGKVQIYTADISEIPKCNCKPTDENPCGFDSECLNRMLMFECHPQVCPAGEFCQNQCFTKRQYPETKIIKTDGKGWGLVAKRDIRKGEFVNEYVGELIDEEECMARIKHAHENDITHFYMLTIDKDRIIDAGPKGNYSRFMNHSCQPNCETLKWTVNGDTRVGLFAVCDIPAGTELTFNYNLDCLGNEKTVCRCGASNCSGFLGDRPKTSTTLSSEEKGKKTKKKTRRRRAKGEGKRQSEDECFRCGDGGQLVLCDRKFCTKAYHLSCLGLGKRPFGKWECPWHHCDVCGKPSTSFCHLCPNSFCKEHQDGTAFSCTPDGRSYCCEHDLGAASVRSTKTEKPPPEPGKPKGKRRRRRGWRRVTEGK
cardiac RTF act: increases calcium sensitivity of human cardiac regulated thin filaments | P19429+P45379 | hit rate 0.24% among 340,000 | IANBD-labeled TnC RTF fluorescence at EC20 calcium; 0% EC20 calcium, 100% full calcium | activation, % at 7.2 µM;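 active = activation above the mean over all tested compounds plus 3 SD, cut at about 30% in these data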;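 note: rise in fluorescence read as greater calcium sensitivity of cardiac thin filaments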
Rtt109 Vps75: C. albicans Rtt109 histone acetyltransferase inhibition | purified Rtt109/Vps75, ThioGlo CoA-SH fluorescence, 4 h | inhibition, % at 34.9 µM | hit rate 0.16% among 330,000;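 active = inhibition of at least 50% in every replicate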
CDK5 p35 inh: inhibitors of human CDK5/p35 kinase. hit rate 0.01% among 330,000. Recombinant CDK5/p35, ADP-Glo luminescence, 60 min. inhibition, % at 10 µM. Q00535+Q15078;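 active = highest replicate inhibition of at least 50% and at least 75% of replicates reaching 50%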;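 note: plate controls were DMSO neutral control for no effect and GW8510 at 10 µM for full effect; many of its hits are not listed in these tables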
Keap1 Nrf2 FP: disrupts human Keap1 binding to Nrf2 peptide. inhibition, % at 9.4 µM. AID 504523. hit rate 0.15% among 340,000. Q14145. Keap1 Kelch-Nrf2 peptide fluorescence polarization, 1536-well; in the data active = inhibition above about 12%;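 note: human Keap1 Kelch domain with fluorescein labeled Nrf2 9mer peptide probe; 0% = neutral control wells and 100% = peptide positive control; higher means more block of Keap1 binding to Nrf2 peptide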
LANA DNA inh: blocks KSHV LANA C-terminal domain binding to DNA; hit rate 0.078% among 340,000; inhibition, % at 9 µM; MBP-C-LANA/FAM-LBS DNA binding, fluorescence polarization; AID 504423;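 active = highest replicate inhibition at or above 60% at 9 µM, even if other replicates fall short; inactive = all replicates below 60% inhibition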;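 note: 0% = neutral control wells and 100% = 4 µM acridine orange control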
PvdQ inh: blocks Pseudomonas aeruginosa PvdQ acylase activity. purified PvdQ acylase, fluorescence plate reader. inhibition, % at 10 µM. hit rate 0.063% among 340,000. AID 488965; in the data active = inhibition above about 30%, passing the limit was not always enough;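 note: 0% = vehicle neutral wells and 100% = reference inhibitor wells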
The depositor's hits bear a star; . = no result given. No enrichment for hits; overall some 3.2% were active at least once.

molecule,SUMO Mot1 rescue,PfHsp90 set2,Rtt109 Vps75,cardiac RTF act,LANA DNA inh,RTF Ca sens inh,dFosB act,PvdQ inh,CDK5 p35 inh,Keap1 Nrf2 FP,NSD2 inh
CCOc1c(O)ccc(C2NC(=O)N(C)C(C)=C2C(=O)OC)c1[N+](=O)[O-] (centres undefined),2.1,2.5,0.1,-5.6,0.8,1.1,5.8,2.6,-3.8,0.9,6.5
CC(C)N(Cc1nc(-c2ccccc2)no1)C(=O)CSc1ccccc1,-3.0,-12.9,2.9,-5.0,-0.7,-2.9,-13.3,10.6,-0.3,-5.7,-4.6
Cc1cc(C)n(-c2c(F)c(F)c(CO)c(F)c2F)n1,10.4,5.6,.,4.7,-0.7,-0.1,-2.8,0.7,0.8,-2.5,-3.4
Cc1[nH]c2ccccc2c1C(=O)COC(=O)c1c(-c2c(F)cccc2Cl)noc1C,-1.8,-26.6,6.6,3.4,0.4,5.5,4.8,-6.5,0.4,-0.8,-1.0
COc1ccccc1N1C(=O)C2C(C(=O)c3ccccc3)=NN(c3ccccc3)C2C1=O (centres undefined),-3.5,-6.9,4.4,17.2,5.9,-19.1,-11.7,-6.8,-0.3,-4.0,-3.8
CCOC(=O)Nc1n[nH]c(NC(=O)OCC)c1[N+](=O)[O-],.,-13.9,29.7,8.7,0.6,11.0,-7.1,1.2,-0.3,-2.3,-8.9
COC(=O)c1cnn(-c2cc(Oc3ccccc3)ncn2)c1N,-4.7,-10.7,-1.6,-3.1,0.4,-2.9,2.1,1.1,0.3,-1.6,-0.6
COc1ccc(OCCC(=O)Nc2cc(C)on2)cc1,-12.0,.,-3.5,10.7,0.6,-13.2,-12.9,-8.9,0.4,2.8,-1.8
Cc1ccc(CCNS(=O)(=O)c2c(C)nc3sccn3c2=O)cc1,-8.2,-7.8,-5.6,4.8,-0.2,-2.2,-3.7,3.8,0.7,2.8,.
CCC(C(=O)NCc1ccco1)N(C(=O)CNS(=O)(=O)c1ccccc1)c1ccc(F)cc1 (centres undefined),145.9,-17.7,4.1,-1.5,-1.5,-8.7,-1.5,-6.1,-0.1,1.1,2.2
CCCOc1ccc(/C(O)=C2/C(=O)C(=O)N(CCN(C)C)C2c2ccncc2)cc1 (centres undefined),-10.1,-4.6,2.7,2.2,2.2,0.8,-1.0,-7.0,-0.6,3.8,0.5
CC(=O)N(c1cc(C)ccc1C)c1ccccc1[N+](=O)[O-],.,-9.3,2.2,-0.3,-0.1,-4.0,-2.7,16.7,0.4,0.7,-0.4
COc1cccc(-n2nc(-c3ccnn3-c3ccc(C)cc3)c(=O)n(C)c2=O)c1,-12.2,.,-0.7,-3.5,-0.7,1.9,-12.2,7.1,-0.2,-4.9,-1.7
O=C1NC[C@H](Cc2ccccc2)N(C[C@H]2CCCN2C[C@H](Cc2ccccc2)N2C[C@H](Cc3ccc(O)cc3)N(CCc3ccccc3)C(=O)C2=O)C1=O,.,13.4,-3.8,0.4,1.0,-6.0,-3.7,-8.2,-1.1,-2.7,.
C=CCN1c2ccccc2[C@]23C[C@@H](C(=O)OC)N(C(=O)c4cccs4)C2=NC(C(=O)OC)=C(C(=O)OC)[C@H]13,-12.6,-20.0,4.9,2.7,-2.6,-6.4,2.1,8.2,-3.2,-4.2,.
CC(C)(C)C1c2[nH]c3ccccc3c2CCN1Cc1cccc(OCCO)c1 (centres undefined),710.1*,3.9,-7.4,1.7,0.5,-7.5,-4.9,-1.5,-1.1,4.7,-0.2
Cc1ccc(F)cc1NC(=O)C1CCCN(c2ncccn2)C1 (centres undefined),-3.2,-41.3,13.6,-0.7,-0.2,-0.2,2.7,-3.4,-0.4,2.4,-0.9
CC(=O)Nc1ccc(S(=O)(=O)Nc2ccc(=O)n(Cc3ccc(Cl)c(Cl)c3)c2)cc1,-25.6,.,-8.7,-2.3,0.5,2.5,0.1,-13.3,-1.3,-7.8,2.0
CCN(CC(=O)Nc1c(F)cccc1F)C(=O)C1CC(=O)N(c2ccc3c(c2)OCCO3)C1 (centres undefined),-8.7,10.3,-6.0,-2.5,0.5,-8.8,7.1,-17.5,0.7,-3.1,0.0
CCCCC(=O)N(c1ccc(OCC)cc1)C1C=CS(=O)(=O)C1 (centres undefined),-5.1,9.0,2.1,0.1,1.0,-19.4,3.5,-12.1,-0.9,-3.0,1.1
CCCCC(O)(CCCC)C(=O)NN(C(=O)OCC)c1ccccc1,-4.7,4.6,5.5,8.7,0.8,-15.4,1.6,-14.6,-0.8,-2.2,-2.6
COc1ccc(NC(=O)c2cc3c(CO)cnc(C)c3oc2=Nc2cc(OC)cc(OC)c2)cc1,10.7,7.4,5.6,-2.0,-8.3,0.4,-1.5,-6.4,-0.4,0.2,9.6
NC(=O)c1nsc(C(=O)N(c2ccc3c(c2)OCO3)C(C(=O)NCC2CCCO2)c2ccc(F)cc2)c1N (centres undefined),-21.3,-9.9,6.8,13.4,1.1,-8.4,-9.2,-11.3,-1.3,-6.2,6.5
CCNc1ccc(C(=O)OCC)cc1NC(=O)c1cccc(N(C)C)c1,3.5,8.6,-4.0,3.0,-1.5,-10.4,-3.2,5.3,5.4,-0.5,3.2
CCOP(=O)(O)c1cccc(OCCOCCOc2cccc(P(=O)(O)OCC)c2)c1,.,9.2,-4.1,-4.0,-1.0,4.0,-2.1,-7.5,1.7,-1.8,-1.0
CCCCn1c(SCC(=O)NCc2ccc3c(c2)OCO3)nnc1C(CC)N(C)C (centres undefined),.,-23.8,-2.3,-2.8,0.0,2.1,-2.8,-4.4,-2.2,-1.4,28.6
O=C(COC(=O)c1ccc(Br)cc1)NCC1CCCO1 (centres undefined),-16.7,4.5,4.3,-3.0,1.2,0.3,0.4,-11.1,2.2,0.0,-2.0
CC(C)Cc1nc2ccccc2n1CCc1ccccc1,5.1,-23.2,9.2,-0.1,1.6,-1.3,-7.1,-11.2,1.3,-5.0,-1.7
COc1cc2ccccc2cc1C(=O)N(CCN(C)C)c1nc2c(F)cccc2s1,-5.3,7.8,14.2,-1.3,-1.2,-5.3,3.8,-9.8,-0.6,-3.1,6.3
Cc1cc(C(=O)N/N=C/c2c(C)nn(-c3ccccc3)c2C)c(C)o1,36.4,9.6,-4.0,7.5,-0.1,-0.1,-5.0,-9.3,-0.8,-6.6,.
O=C(/C(=C/c1cccnc1)n1ccnc1)c1ccc(Cl)cc1Cl,-1.3,3.1,21.3,2.9,-1.5,-0.6,-6.4,-12.8,1.4,-1.4,6.4
CCN(CC)c1ccc(CNc2nc3ccccc3n2C)cc1,-20.7,-13.4,-8.3,-0.4,-0.5,-4.4,-12.5,-9.9,2.2,-1.7,.
COC(=O)c1ccc(N2NC(=O)/C(=C/c3cc(OC)c(O)c(OC)c3)C2=O)cc1,20.9,-18.8,2.9,-6.9,1.0,-2.0,-5.7,-6.7,2.0,-11.1,13.1
CCOC(=O)c1ccc(NC(=S)NNC(=O)C2(C)CC2(Cl)Cl)cc1 (centres undefined),-15.9,-4.0,12.9,-6.0,2.4,3.3,-1.6,-5.9,-0.2,0.2,4.0
CSc1ccc(NC(N)=S)cc1,0.4,-21.3,.,-3.1,0.4,1.8,-2.3,-5.1,0.2,3.5,-4.1
O=C1NC(=S)S/C1=C\c1cc2ccccc2nc1N1CCCCC1,-14.2,108.1*,15.3,3.1,-1.6,-7.5,-27.0,-3.5,0.9,-5.9,83.3*

Record cards, as listed above. Values in the order: SUMO Mot1 rescue	PfHsp90 set2	Rtt109 Vps75	cardiac RTF act	LANA DNA inh	RTF Ca sens inh	dFosB act	PvdQ inh	CDK5 p35 inh	Keap1 Nrf2 FP	NSD2 inh
Listed for `O=C(/C(=C/c1cccnc1)n1ccnc1)c1ccc(Cl)cc1Cl` : -1.3	3.1	21.3	2.9	-1.5	-0.6	-6.4	-12.8	1.4	-1.4	6.4
Listed for `Cc1cc(C(=O)N/N=C/c2c(C)nn(-c3ccccc3)c2C)c(C)o1` : 36.4	9.6	-4.0	7.5	-0.1	-0.1	-5.0	-9.3	-0.8	-6.6	.

Further compounds follow.
molecule,SUMO Mot1 rescue,PfHsp90 set2,Rtt109 Vps75,cardiac RTF act,LANA DNA inh,RTF Ca sens inh,dFosB act,PvdQ inh,CDK5 p35 inh,Keap1 Nrf2 FP,NSD2 inh
CC1=C(C(=O)OCc2ccccc2)C(c2cccs2)N2C(=O)CCSC2=N1 (centres undefined),-13.0,-37.8,.,-0.1,-0.6,-13.1,-7.4,6.3,-0.5,-2.9,-0.1
COC(=O)c1ccc(Nc2nc(N3CCOCC3)nc(N3CCOCC3)n2)cc1,-12.0,4.7,-11.0,-3.9,-0.5,-10.0,-11.3,-15.9,1.2,2.3,1.8
Cc1cc(C(=O)OCC(N)=O)c(C)n1-c1ccccc1,.,-9.6,5.4,-3.1,-4.4,-2.0,-8.5,0.0,1.8,-4.1,2.9
O=C(NC(=S)Nc1cccc(C(F)(F)F)c1)c1csnn1,-2.5,-7.2,0.5,1.0,-0.3,1.3,-7.7,-14.3,-0.5,-5.7,-10.6
OC(COc1ccc(F)cc1)CN1CCN(CC(O)COc2ccc(F)cc2)CC1 (centres undefined),26.0,7.3,.,3.2,2.1,-4.0,-5.2,-15.7,-0.4,-1.6,-2.2
CC1=C(C#N)c2nc(N)c(C#N)c(C)c2/C1=C\c1ccc(-c2ccccc2C(=O)O)o1,.,-21.9,-3.4,-2.9,16.9,4.0,-44.6,-10.2,0.0,92.0*,81.9*
Cc1c(C(=O)N2CCN(C(=O)c3ccco3)CC2)sc2nc(-c3ccc(F)cc3)cn12,-12.7,10.5,10.7,2.7,0.0,-1.2,-6.1,-13.6,-1.4,-6.6,.
COc1cc(/C=N/OCC(=O)NC2CCCCC2)ccc1OCc1ccccc1,2.8,-30.4,-11.2,-4.3,1.5,-1.9,-2.6,-0.4,-0.5,3.9,-1.7
CN(C)CCNC(=O)/C(=C/c1ccc(-c2ccc(Cl)cc2)o1)NC(=O)c1ccccc1,19.1,-1.3,4.8,-3.2,-2.1,-3.3,19.7*,-5.9,1.4,0.2,6.4
CC1CC(=O)NN=C1c1ccc(N)c([N+](=O)[O-])c1 (centres undefined),-19.3,7.1,-6.0,7.0,0.1,-8.8,6.4,-11.0,-0.1,-4.6,-0.5
Cc1ccc(C)c(OC(C)C(=O)Nc2ccc(S(=O)(=O)Nc3nccs3)cc2)c1 (centres undefined),-1.6,0.7,4.9,3.2,2.7,-11.1,-14.1,-4.1,0.8,-1.9,3.2
Cc1cccc(NC(=S)NC(C)CCc2ccccc2)c1 (centres undefined),221.9,-18.7,17.2,-6.4,1.5,8.3,-9.3,11.1,-1.1,-2.8,1.7
C[C@H](NC(=O)c1ccccc1Cl)C(=O)OCCOc1ccc(Cl)cc1,-22.7,7.6,-1.3,-0.1,0.5,-6.3,-7.6,-10.9,-2.0,-5.3,26.9
Clc1ccc(-c2nc3ccncc3[nH]2)cc1,-14.9,45.4,5.9,1.6,-1.1,-0.7,-21.6,-9.5,-0.7,-4.5,-0.2
